Assay outcomes deposited in PubChem BioAssay by Sanford-Burnham Center for Chemical Genomics.
TAG inh – inhibitors of triacylglycerol accumulation, primary screen, cell-based, uHTS, fluorescence, H9c2 | H9c2 cells, Nile Red lipid (TAG) fluorescence; cells loaded with 200 µM oleic acid | inhibition, % at 12.5 µM | 0.66% of 230,000 active;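 active = pattern-corrected inhibition of lipid staining of at least 50% with the nuclear-stain viability signal not falling by more than 50%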;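 also: 0% = DMSO wells and 100% = triacsin C control wells; some results filed as inactive read as strong as hits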
TAG inh DAPI viability – second read-out of TAG inh, no call of its own (marks repeat the call); DAPI nuclei signal change (viability), lower = more cytotoxic, %;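 whole-well DAPI fluorescence read on a plate reader as a viability signal; minus 50 percent equals half of cells still viable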
* marks the source's active call; other numbers are inactive results.

SMILES	TAG inh	TAG inh DAPI viability
COc1ccc(CCN2CC(C(=O)NCc3c(C)n[nH]c3C)CCC2=O)cc1 (stereo not given)	5.1	1.8
CCCc1cc(=O)[nH]c(SCC(=O)c2cc(C)n(C3CC3)c2C)n1	-6.3	6.7
C=CCOC(=O)/C(=C/c1ccco1)NC(=O)/C=C/c1ccccc1	-14.0	0.7
C[C@H](CO)N1C[C@H](C)[C@@H](CN(C)S(=O)(=O)c2ccc(-c3ccccc3)cc2)OCc2cn(nn2)CCCC1=O	3.8	0.2
CCc1ccc(C2CC(c3ccc(C)cc3)n3nc(N)nc3N2)cc1 (stereo not given)	5.1	-2.8
Cc1ccc(N2CC(c3nc4ccccc4n3C)CC2=O)cc1 (stereo not given)	0.2	3.5
C/C(=C1\SC(N2CCOCC2)=NC1=O)c1ccccc1	-5.7	-2.2
COc1ccc(NC(=O)COC(=O)CC2CCCCC2)cc1	3.0	3.1
CCN1C(=O)[C@H]2[C@@H](c3ccc(Cl)cc3)N3C(=O)CN(Cc4ccccc4)C(=O)[C@@]3(C)[C@H]2C1=O	5.3	5.8
OCCCNc1ncnc2c1ncn2[C@H]1CN(Cc2ccncc2)C[C@@H](CO)O1	9.2	-13.9
O=C(c1cc(Cl)cc(Cl)c1)N1CCC2CC1c1cc(-c3ccc4c(c3)OCO4)ccc12 (stereo not given)	-35.9	11.0
COc1ccc(N(CC(=O)NCc2ccccc2OC)S(=O)(=O)c2ccccc2[N+](=O)[O-])c(OC)c1	-15.5	-9.0
CC1=CC(=O)C2(C)C(C)=C(C)C12C (stereo not given)	7.5	-13.4
COc1ccccc1Nc1nc(C)c(C(=O)Nc2ccccc2)s1	18.1	5.0
NC(=O)c1ccc(NC(=O)COC(=O)c2ccc([N+](=O)[O-])cc2)cc1	-4.9	7.2
Nc1nc(=O)n(C2CCCCO2)cc1Br (stereo not given)	-16.1	11.8
NC(=O)C1CCN(C(=O)C(=O)c2cn(CC(=O)N3CCCC3)c3ccccc23)CC1	-3.3	-0.7
COc1ccc(C(=O)COC(=O)CCn2nnc(-c3cccs3)n2)cc1	5.1	9.3
O=C(NCc1ccc(F)cc1)C(=O)NCC1CCCN1S(=O)(=O)c1ccccc1 (stereo not given)	5.9	8.0
COc1ccccc1C1/C(=C(/O)c2ccc(Cl)cc2)C(=O)C(=O)N1CCN1CCOCC1 (stereo not given)	-1.8	-7.5

Three structures from above, arranged by molecular weight, highest first.
SMILES	TAG inh	TAG inh DAPI viability
COc1ccccc1C1/C(=C(/O)c2ccc(Cl)cc2)C(=O)C(=O)N1CCN1CCOCC1 (stereo not given)	-1.8	-7.5
C=CCOC(=O)/C(=C/c1ccco1)NC(=O)/C=C/c1ccccc1	-14.0	0.7
Cc1ccc(N2CC(c3nc4ccccc4n3C)CC2=O)cc1 (stereo not given)	0.2	3.5

Part of the list above in a different format.
Value order – TAG inh | TAG inh DAPI viability
COc1ccc(C(=O)COC(=O)CCn2nnc(-c3cccs3)n2)cc1
    5.1 | 9.3
COc1ccc(NC(=O)COC(=O)CC2CCCCC2)cc1
    3.0 | 3.1
O=C(c1cc(Cl)cc(Cl)c1)N1CCC2CC1c1cc(-c3ccc4c(c3)OCO4)ccc12 (stereo not given)
    -35.9 | 11.0
O=C(NCc1ccc(F)cc1)C(=O)NCC1CCCN1S(=O)(=O)c1ccccc1 (stereo not given)
    5.9 | 8.0
CC1=CC(=O)C2(C)C(C)=C(C)C12C (stereo not given)
    7.5 | -13.4
CCCc1cc(=O)[nH]c(SCC(=O)c2cc(C)n(C3CC3)c2C)n1
    -6.3 | 6.7
COc1ccccc1Nc1nc(C)c(C(=O)Nc2ccccc2)s1
    18.1 | 5.0

Carrying on:
SMILES	TAG inh	TAG inh DAPI viability
Cc1ccc(O)c(CCc2ccc(O)cc2)n1	-13.9	2.8
CC(=O)c1ccc(NC(=O)COC(=O)CC2CC3CCC2C3)cc1 (stereo not given)	-4.3	4.1
O=C(CSc1nnc(COc2ccccc2Cl)o1)Nc1ccccc1	-17.6	1.4
Nc1nc(C(F)(F)F)cc(=O)[nH]1	-6.9	3.9
NC(=O)c1c(NC(=O)CCCn2cnc([N+](=O)[O-])n2)sc2c1CCCC2	9.6	-5.1
COc1ccc(Cc2nnc(NS(=O)(=O)Cc3ccccc3)s2)cc1	17.7	-9.5
COc1ccc(CCOC(=O)c2cccc(NC(C)=O)c2)cc1	14.1	0.9
COc1ccc(CNC(=O)CCSCc2ccccc2C)cc1	-3.1	3.3
C/C(=N\NC(=O)OC(C)(C)C)c1ccccc1Br	1.4	-0.3
Cc1ccc(N/N=C(\C#N)C(N)=S)c(C)c1	1.1	-3.6
Cc1ccc(OCCC(=O)OCC(=O)NC2CCCC(C)C2C)cc1 (stereo not given)	-9.6	6.2
O=C(COC(=O)C12CC3CC(CC(O)(C3)C1)C2)NC12CC3CC(CC(C3)C1)C2	7.9	-11.0
CCOC(=O)c1sc2nc(CSc3nc4ccccc4n3CC)[nH]c(=O)c2c1C	12.0	-6.7
COc1ccc(S(=O)(=O)NCC(c2ccco2)N2CCOCC2)cc1 (stereo not given)	10.1	-2.1
CCCC(=O)N1CCCC1(C)C(=O)Nc1ccc(-n2cccc2)cc1 (stereo not given)	7.1	2.3
COc1ccc(NC(=O)CN(C)C(=O)c2cccc(S(=O)(=O)N3CCN(C)CC3)c2)cc1	2.7	0.8
CC(=O)Nc1nnc(-c2c(-c3c(Cl)cccc3Cl)noc2C)o1	-19.5	0.1
CN1CCN(C(=O)c2cn(-c3ccccc3)nc2-c2cccnc2)CC1	14.3	6.4
O=c1c(-c2ccc(Cl)cc2)[n+]([O-])c2ccccc2n1OCc1nc2ccccc2[nH]1	11.8	6.3
O=C(CCSCc1ccccc1Cl)NC1CCCCC1	-11.2	3.9
C[C@H](CO)N1C[C@H](C)[C@H](CN(C)C(=O)NC2CCCCC2)Oc2ncc(Br)cc2C1=O	-11.2	3.1
CCN(CC(=O)NCc1cccs1)C(=O)c1ccc(N(C)S(=O)(=O)c2ccc(C)cc2)cc1	-17.5	-8.1
O=[N+]([O-])c1ccc(Cl)c2cccnc12	-14.1	21.0
Cc1cccc(NS(=O)(=O)c2cccc3cccnc23)n1	3.2	-8.0
O=C(Nc1cc(Cl)ccc1N1CCOCC1)c1ccco1	-12.9	6.7
CCc1cccc(OCC(=O)Nc2ccc(S(=O)(=O)Nc3ccccn3)cc2)c1	-5.8	-4.0
Clc1ccc(CCNc2ncnc3c2nnn3Cc2ccccc2)cc1	-5.1	6.0
COc1cc(C(=O)N2CCN(C3=NS(=O)(=O)c4ccccc43)CC2)cc(OC)c1OC	-11.0	-0.4
CCC(CO)Oc1cc(NC(=O)c2ccccc2F)c2ncn(C(C)C)c2c1 (stereo not given)	15.7	-4.2
Cc1cc(C)n2nc(SCC(N)=O)nc2n1	4.2	-0.4
NC(=O)c1ccc(NC(=O)COC(=O)CC2CC3CCC2C3)cc1 (stereo not given)	13.1	1.9
CC(C)c1cccc(OCCN2CCCC2)c1	7.5	-3.1
C[C@@H]1CN(S(=O)C(C)(C)C)[C@H](CCO)/C1=C\CCO (stereo not given in full)	11.2	2.9
COC(=O)c1ccc(OCCOc2ccc(C(=O)OC)cc2)cc1	-7.0	-3.7
N#CC1=C2N=C(N)c3ccccc3N2C2=C(C(=O)CCC2)C1c1cccc(Cl)c1 (stereo not given)	-9.2	-0.7
COc1ccc(CCNC(=O)COC(=O)Cc2c[nH]c3ccccc23)cc1OC	25.2	-2.7
Cc1cc(C2=NNC(=NCCc3ccccc3)SC2)c(C)n1CC1CCCO1 (stereo not given)	6.2	7.7
COc1cccc(C(=O)Nc2ccc(N(C)C)cc2)c1OC	-12.0	2.7
CN(C(=O)c1cccc(NC(=O)Cc2ccc(NC(=O)C3CCN(C(=O)CCc4ccccc4)CC3)cc2)c1)C1CCCCC1	-27.3	11.7
O=S(=O)(Nc1ncnc2scc(-c3ccc(F)cc3)c12)c1cc(F)ccc1F	8.2	6.6

Molecules shown so far that contain two or more sulfur atoms, in the order listed:
SMILES	TAG inh	TAG inh DAPI viability
COc1ccc(Cc2nnc(NS(=O)(=O)Cc3ccccc3)s2)cc1	17.7	-9.5
CCOC(=O)c1sc2nc(CSc3nc4ccccc4n3CC)[nH]c(=O)c2c1C	12.0	-6.7
CCN(CC(=O)NCc1cccs1)C(=O)c1ccc(N(C)S(=O)(=O)c2ccc(C)cc2)cc1	-17.5	-8.1
O=S(=O)(Nc1ncnc2scc(-c3ccc(F)cc3)c12)c1cc(F)ccc1F	8.2	6.6

The list goes on.
SMILES	TAG inh	TAG inh DAPI viability
Cc1ccc(S(=O)(=O)N2CCN(C(=O)CN3C(=O)c4ccccc4C3=O)CC2)c(C)c1	-13.4	3.8
NNC(=O)c1oc2nc(-c3ccco3)cc(-c3ccco3)c2c1N	-15.6	9.0
NC(=O)CNC(=O)[C@@H]1CC2(CC(c3ccccc3)=NO2)CN1C(=O)c1ccc(Br)cc1 (stereo not given in full)	8.5	-1.1
Cc1nnc(SCc2ccc([N+](=O)[O-])cc2)[nH]c1=O	-9.6	4.7
CC(C)(C)OC(=O)N1CCC(NC(=O)c2nc[nH]c2C(=O)NCC(=O)OCc2ccccc2)CC1	8.2	-2.2
Cc1cccc(NS(=O)(=O)c2ccc(C)c(C(=O)N(C)C3CCN(C)CC3)c2)c1	5.8	-7.5
Cc1ccc(-n2ncc3c2CCCC3NC(=O)CCCN2CCCCC2=O)cc1C (stereo not given)	-6.2	6.4
Cc1cccc(OCC(=O)OC(C)CN2CCCCC2)c1 (stereo not given)	7.6	-9.3
CCCCN(C)C(=O)C1CCCN(S(=O)(=O)c2ccc3c(c2)oc(=O)n3C)C1 (stereo not given)	-15.0	76.4
c1coc(C2OCC3(CO2)COC(c2ccco2)OC3)c1 (stereo not given)	-7.0	84.4
Cc1c(C(C)(C)C)s/c(=N/S(=O)(=O)c2ccccc2)n1C	-35.6	-4.9
Cc1ccc(CN(C)C[C@@H]2OCc3cnnn3CCCC(=O)N([C@H](C)CO)C[C@H]2C)cc1	9.2	-3.2
COc1ccc(OC)c(CN2CCN(S(=O)(=O)c3ccccc3)CC2)c1	3.1	2.7
CC(=O)NC12CC3CC(C1)CC(C(=O)OCC(=O)NC(=O)c1cccn1C)(C3)C2	4.9	-15.6
C#CCOCCOCCOCCNc1nc(N2CCN(C(=O)[C@H]([C@@H](C)O)n3cc(CCCCN)nn3)CC2)nc(N2CCN(C(=O)[C@H](CCCCN)n3cc(CCCC)nn3)CC2)n1	-13.7	10.3
CC(=O)C1=C(O)C(=O)N(CCN2CCOCC2)C1c1ccc(N(C)C)cc1 (stereo not given)	10.7	-12.0
Cc1ccsc1C1NC(=O)c2ccccc2N1 (stereo not given)	-4.7	6.1
CCOC(=O)C1C(=O)CC(C)(O)C(C(=O)OCC)C1c1ccc([N+](=O)[O-])cc1 (stereo not given)	-4.3	-1.9
CCCCCC(=O)N1C[C@H](n2cc(COC(=O)c3ccccc3)nn2)[C@@H](O)C[C@@H]1c1ccc(C)cc1	23.2	-10.1
CCN(CC)S(=O)(=O)c1ccc(N(C)C)c(NC(=O)CC(NC(C)=O)c2ccccc2)c1 (stereo not given)	-32.2	-0.6
COCCNC(=O)c1cc(-c2ccc(-c3ccccc3)cc2)nc2ccccc12	5.6	38.4
CC(C)(C)c1cc(C(=O)C[n+]2ccc(C(=O)NCCCO)cc2)cc(C(C)(C)C)c1O	3.6	-4.2
O=C(COC(=O)C1CCCC1)NCc1ccc(Cl)cc1	3.8	-5.8
CN(C)c1cc(-c2ccc([N+](=O)[O-])cc2)oc(=O)c1Cl	8.3	-7.6
Cn1cc(CN2CCC(C(=O)N3CCCCC3)CC2)c(-c2ccccc2F)n1	-6.6	-2.7
CCc1ccc(NC(=O)C2CCN(S(=O)(=O)c3ccc4[nH]c(=O)ccc4c3)CC2)cc1	19.6	-2.3
CCOc1cc(C=O)ccc1OCc1cc(=O)n2cc(C)ccc2n1	-5.1	3.3
CC1(C(=O)NS(=O)(=O)Cc2ccccc2C(F)(F)F)CCN1C(=O)c1cccc(F)c1 (stereo not given)	4.5	8.0

Another view of some results above:
SMILES | TAG inh | TAG inh DAPI viability
CN1CCN(C(=O)c2cn(-c3ccccc3)nc2-c2cccnc2)CC1 | 14.3 | 6.4
O=c1c(-c2ccc(Cl)cc2)[n+]([O-])c2ccccc2n1OCc1nc2ccccc2[nH]1 | 11.8 | 6.3
O=C(CCSCc1ccccc1Cl)NC1CCCCC1 | -11.2 | 3.9
C[C@H](CO)N1C[C@H](C)[C@H](CN(C)C(=O)NC2CCCCC2)Oc2ncc(Br)cc2C1=O | -11.2 | 3.1

Some of the compounds tested; the hit share may differ from the screen's.
